S1P4 antagonist – blocks the human S1P4 receptor; AID 1510; 0.26% of 220,000 active; inhibition, % at 4.98 µM; S1P4-expressing cells, antagonist mode, reporter read-out; in the data active means inhibition above about 29%;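 further: 0% = wells stimulated with agonist and 100% = vehicle wells without agonist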
Wee1 stabilizer – inhibitors of human Wee1 degradation; P30291; HeLa Luc-Wee1K328M stability, luciferase luminescence; 100% = proteasome inhibitor MG132 effect; reporter increase, % at 5 µM; 1.2% of 220,000 active;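 active means activation above the mean of all tested compounds plus 3 SD, set per screening run, cut at about 8.8% in these data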;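 further: cells exposed to compound for 20 h before luminescence read; 0% = DMSO alone and 100% = MG132 at 30 µM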
Target sequence (P30291 whole entry K328M): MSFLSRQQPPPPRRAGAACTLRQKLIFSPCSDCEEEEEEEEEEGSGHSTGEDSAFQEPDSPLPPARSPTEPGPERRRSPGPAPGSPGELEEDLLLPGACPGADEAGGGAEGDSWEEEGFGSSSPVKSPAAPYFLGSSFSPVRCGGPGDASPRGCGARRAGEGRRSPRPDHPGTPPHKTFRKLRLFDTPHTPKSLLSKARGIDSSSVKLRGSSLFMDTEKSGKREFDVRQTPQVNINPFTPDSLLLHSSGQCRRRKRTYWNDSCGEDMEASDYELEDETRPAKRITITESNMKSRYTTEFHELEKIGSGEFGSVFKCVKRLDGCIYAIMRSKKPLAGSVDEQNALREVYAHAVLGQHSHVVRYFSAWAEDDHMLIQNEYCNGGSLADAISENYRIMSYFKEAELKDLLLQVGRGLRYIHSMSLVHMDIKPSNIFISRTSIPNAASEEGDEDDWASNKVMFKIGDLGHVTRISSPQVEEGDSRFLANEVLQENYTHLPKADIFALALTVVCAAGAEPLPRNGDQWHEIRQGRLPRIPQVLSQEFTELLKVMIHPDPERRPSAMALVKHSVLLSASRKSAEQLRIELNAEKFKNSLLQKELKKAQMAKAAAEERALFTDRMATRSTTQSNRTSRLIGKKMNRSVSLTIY
S1P4 agonist – activates the human S1P4 receptor; AID 1509; 0.35% of 220,000 active; S1P4-expressing cell line, agonist reporter assay; activation, % at 4.98 µM; O95977; in the data active means activation above about 11%;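 further: 0% = DMSO vehicle and 100% = reference agonist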
BaF3 parental – reduces parental Ba/F3 cell viability, JAK2V617F counter-screen; CellTiter-Glo ATP luminescence; inhibition, % at 5.6 µM; 1.1% of 220,000 active; AID 1486;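 active means inhibition above a per-campaign cutoff, the mean inhibition of all tested compounds plus 3 SD, cut at about 27% in these data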;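 further: 0% = DMSO wells and 100% = JAK Inhibitor I control wells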
NPY-Y2 PAM-ag – human NPY-Y2 potentiation or agonism, primary screen. activation, % at 3.6 µM. cells expressing NPY-Y2, potentiator/agonist read-out. P49146. 0.45% of 220,000 active; in the data active means activation above about 27%;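 further: cells stimulated with NPY near EC25 plus isoproterenol at EC100; 0% = vehicle plus submaximal agonist and 100% = vehicle plus saturating agonist; some results beyond the cut were filed as inactive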
Ba/F3 V617F tox – reduce viability of Ba/F3 cells dependent on JAK2V617F; Ba/F3 EpoR-JAK2V617F viability, ATP luminescence; inhibition, % at 5.6 µM; 1.1% of 220,000 active; AID 1446;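 active means inhibition above the campaign mean plus 3 SD over all tested compounds, cut at about 24% in these data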;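 further: cytokine-independent growth of Ba/F3 cells driven by EpoR plus mutant JAK2; 0% = DMSO-treated cells and 100% = JAK inhibitor I control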
MDM2 E3 inh – inhibitors of human Mdm2 E3 ubiquitin ligase; Q00987; cell-based MDM2 ubiquitination luciferase reporter, 2 h; 0 = plate control, 100 = twice control, blank-subtracted; signal enhancement, % at 5 µM; 0.11% of 210,000 active; AID 1230;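 active means signal enhancement of 30% or more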;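 further: luminescence tracks abundance of the self-degrading MDM2-luciferase fusion protein; higher signal means inhibition of MDM2 E3 ligase activity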
Target sequence (Q00987 whole entry, looked up, the tested form may be a part): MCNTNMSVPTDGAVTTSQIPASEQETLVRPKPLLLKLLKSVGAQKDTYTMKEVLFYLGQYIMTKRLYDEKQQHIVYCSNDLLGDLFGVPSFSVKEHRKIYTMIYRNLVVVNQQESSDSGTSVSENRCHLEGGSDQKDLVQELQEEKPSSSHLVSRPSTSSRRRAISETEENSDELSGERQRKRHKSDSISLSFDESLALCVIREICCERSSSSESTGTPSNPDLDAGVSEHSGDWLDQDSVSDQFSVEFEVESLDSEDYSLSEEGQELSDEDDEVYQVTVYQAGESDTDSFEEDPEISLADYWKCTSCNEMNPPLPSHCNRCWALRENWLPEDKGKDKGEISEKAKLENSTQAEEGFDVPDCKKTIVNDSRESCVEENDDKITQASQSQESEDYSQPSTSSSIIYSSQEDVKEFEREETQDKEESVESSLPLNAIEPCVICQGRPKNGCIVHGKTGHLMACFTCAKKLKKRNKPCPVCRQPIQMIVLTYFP
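Material: stable MDM2–luciferase fusion reporter cells / Quantity: 2000 cells/well / Dosing: single 5 µM compound dose, 0.2% final DMSO / Buffer or medium: DMEM / Schedule: 4 h cell settling then 2 h compound exposure, 37 °C / Detection: luminescence with SteadyLite reagent, 15 min at room temperature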
eIF4E-4G inh – blocks eIF4E binding to eIF4G. AID 782. 0.37% of 220,000 active. P63073+Q04637. inhibition, % at 21.7 µM. TR-FRET eIF4E-eIF4GI(517-606) binding, 2 h;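 active means inhibition above about 30%, limit read from the data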;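 further: 0% = full FRET control wells and 100% = background wells lacking eIF4GI fragment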
PERK inhibitor – human PERK inhibition, primary cell-based screen; Q9NZJ5; CHO PERK-DD fusion, SEAP luminescence translation reporter; inhibition, % at 5.6 µM; 0.17% of 220,000 active;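 active means inhibition above the mean inhibition of all tested compounds plus 3 SD, set separately per screening campaign, cut at about 2.9% in these data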;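 further: PERK kinase domain activated by AP20187 dimerizer at 100 nM; 0% = DMSO with dimerizer and 100% = rapamycin at 8.4 µM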
An asterisk follows results filed as active; · = not tested or not shown; [ ] = another dose, or the depositor's remark.

SMILES	S1P4 antagonist	Wee1 stabilizer	S1P4 agonist	BaF3 parental	NPY-Y2 PAM-ag	Ba/F3 V617F tox	MDM2 E3 inh	eIF4E-4G inh	PERK inhibitor
CCOc1ccc(CN(C)C(C)C(=O)Nc2ccc([N+](=O)[O-])cc2Cl)cc1OC (centres undefined)	-27.2	-1.7	1.9	9.9	6.5	3.0	-12.8	2.8	0.7
O=C(COC(=O)Cc1cccs1)Nc1ccccc1	-6.0	-1.8	-0.2	2.0	8.3	-1.6	-8.9	4.5	0.7
CCCCCOc1ccc(N2C(=O)CC(N(O)c3ccccc3)C2=O)cc1 (centres undefined)	8.2	2.8	-0.8	5.7	-10.8	3.8	3.0	-6.0	-0.2
CCc1nc(N)c(C#N)c(-c2cccn2C)c1C	-23.2	0.2	-3.4	1.8	6.3	-2.3	·	·	-0.8
COCCCn1c(SCC(=O)NC(C)C)nnc1-c1ccccc1	12.1	-1.1	-0.6	0.8	7.8	0.5	-8.2	-2.6	1.8
O=C(Nc1cccc2nsnc12)c1ccc(-c2cccc(Cl)c2)o1	-4.1	-3.6	0.2	7.3	-26.0	5.6	2.5	-3.0	-0.3
COc1cc(C)c(S(=O)(=O)NC2CC(C)(C)NC(C)(C)C2)cc1C	-11.1	1.2	-1.2	2.8	-5.4	-3.4	-7.8	-2.7	0.8
CCOC(=O)c1[nH]c(C)c(C(=O)N(C)Cc2ccccc2)c1C	-7.4	3.1	2.1	8.1	-10.1	6.1	-7.4	-5.1	0.6
O=c1c2c([N+](=O)[O-])cc([N+](=O)[O-])cc2sn1-c1ccc(Br)cc1	-9.4	-2.9	0.7	8.2	3.8	1.2	2.5	33.2*[fluorescence artefact?]	0.6
CC(C)(C)c1ccc(C(=O)Nc2cccc([N+](=O)[O-])c2)cc1	-8.0	3.4	0.2	6.6	-2.1	1.9	5.4	-1.9	-0.1
CCOc1ccccc1C(=O)NC1CC2CCCC(C1)N2Cc1ccccc1 (centres undefined)	3.2	-1.6	1.6	1.4	-10.6	-1.5	-3.9	8.0	-0.7
O=C(Nc1ncccn1)c1cc(-c2cccc(Br)c2)nc2ccccc12	-7.2	-2.7	-1.2	10.3	-5.9	1.8	0.0	-0.2	-0.2
COCCNC(=O)C(c1ccc(F)cc1)N(C(=O)CCC(=O)Nc1nccs1)c1ccc(C)cc1 (centres undefined)	3.7	1.9	-0.8	9.9	-6.8	4.0	3.5	2.3	0.1
CSc1nc(NC(C)=O)nc(C)c1Br	-15.4	0.5	-0.2	1.8	-5.3	-1.0	4.9	3.3	0.1
CCn1c(=N)n(CC(=O)c2ccc(OC)cc2)c2ccccc21	-30.7	1.0	1.3	1.2	-8.1	-2.7	-17.3	5.1	-1.4

Reprinted at random: 2 compounds from above.
SMILES	S1P4 antagonist	Wee1 stabilizer	S1P4 agonist	BaF3 parental	NPY-Y2 PAM-ag	Ba/F3 V617F tox	MDM2 E3 inh	eIF4E-4G inh	PERK inhibitor
O=c1c2c([N+](=O)[O-])cc([N+](=O)[O-])cc2sn1-c1ccc(Br)cc1	-9.4	-2.9	0.7	8.2	3.8	1.2	2.5	33.2*[fluorescence artefact?]	0.6
CCn1c(=N)n(CC(=O)c2ccc(OC)cc2)c2ccccc21	-30.7	1.0	1.3	1.2	-8.1	-2.7	-17.3	5.1	-1.4

Other structures follow.
SMILES	S1P4 antagonist	Wee1 stabilizer	S1P4 agonist	BaF3 parental	NPY-Y2 PAM-ag	Ba/F3 V617F tox	MDM2 E3 inh	eIF4E-4G inh	PERK inhibitor
O=C(Nc1ccnc(-c2cccnc2)n1)c1ccc(F)cc1	-7.5	-3.1	-1.2	-0.3	8.2	-1.3	-21.1	7.7	-0.1
CC(C)(C)[C@H]1C=C(C(=O)N2CCN(Cc3ccc4c(c3)OCO4)CC2)O[C@@H](OCCCCO)C1	-0.7	0.4	-2.3	7.2	-0.7	-3.1	·	-1.0	0.2
Cc1nc(CSc2nc3[nH]ncc3c(=O)n2-c2ccccc2)cs1	-32.6	-1.6	-0.2	8.5	-11.3	1.5	-12.9	6.0	-0.3
Cc1ccc(NC(=O)CN(C)C(=O)CCC(=O)c2cccs2)cc1	-0.6	1.1	0.4	6.2	-2.0	3.6	-14.6	1.5[fluorescence artefact?]	-0.4
CN1CC2=Cc3ccccc3OC23Oc2ccccc2C=C3C1	7.6	-1.8	-1.9	5.2	-9.3	0.5	-9.8	-3.6	-0.2
O=C(/C=C/c1ccco1)Nc1ccc2c(c1)OCO2	-22.0	6.2	0.1	3.8	-7.1	3.5	-27.0	7.1	0.4
COc1cccc(-c2[nH]nc3c2C(c2ccoc2)C(C#N)=C(N)O3)c1 (centres undefined)	-4.3	-0.5	2.0	3.5	-8.1	1.2	-14.9	-0.2	-0.4
C/C(=N\NC(=S)Nc1ccc(C)cc1)c1cc2ccccc2o1	-5.0	5.2	-0.1	0.5	-16.3	1.3	-6.3	-0.7	-1.1
O=C(Nc1ccc(S(=O)(=O)NC2=NCCCCC2)cc1)c1ccc(C(F)(F)F)cc1	-13.7	0.4	1.5	0.7	-12.6	4.9	·	-13.7	0.0
O=C(O)c1ccc(COc2c(F)c(F)c(F)c(F)c2F)o1	-8.6	-1.9	-0.2	10.4	14.7	2.2	-19.1	1.2	0.3
O=C1CCC/C1=C/Nc1cccc(F)c1	-3.6	-1.2	0.0	-2.6	9.4	-4.8	-2.8	1.0	1.5
COc1cccc(CN2CCN(C(=O)c3cccc(F)c3)CC2)c1	-11.3	-2.6	1.1	1.1	-8.0	-2.4	·	·	-0.3
COc1ccc(Cl)cc1C(=O)NNC1CC(=O)N(Cc2ccc(Cl)cc2)C1=O (centres undefined)	-2.8	1.7	-0.9	4.3	0.5	-1.1	-5.6	3.6	0.2
CCOC(=O)C(NS(=O)(=O)c1ccccc1)(C(F)(F)F)P(=O)(OCC(C)C)OCC(C)C (centres undefined)	4.5	2.4	-0.1	1.2	-4.5	1.3	-2.8	4.5	-0.5
CCOc1cc(C2CC(=O)NC(SCC)=C2C#N)ccc1O (centres undefined)	-25.3	2.3	0.6	6.0	8.9	-0.3	-4.8	-1.1	1.0
Cc1cc(S(=O)(=O)NCCN2CCOCC2)c(C)s1	-6.0	-2.6	2.7	-2.0	-3.0	-1.5	-7.3	4.8[fluorescence artefact?]	0.5
COc1ccc(CCN(C)C(=O)C2CCN(Cc3ccc(C)cc3)CC2)cc1OC	-12.1	-2.0	2.1	0.9	3.1	-1.5	-13.5	1.1	-0.1
COc1ccc(S(=O)(=O)N2C3CCC2CC(NC(=O)C2CC2)C3)cc1 (centres undefined)	-13.5	0.1	-2.0	4.4	8.4	-1.1	-10.8	·	-0.4
C=CCn1c(=N)c(C(=O)NCCCOC)cc2c(=O)n3cc(C)ccc3nc21	-6.6	-2.0	11.8*	1.3	4.1	2.0	-0.7	·	-0.8
N#CCCN(Cc1cccnc1)C(=S)NC(=O)c1ccc(S(=O)(=O)N2CCCC2)cc1	-21.4	2.1	-0.5	8.5	-3.6	-1.4	-8.3	-4.3	1.0
COc1ccc(N=C2NC(=O)S/C2=C\c2ccc(N(C)C)cc2)cc1	-1.1	-1.1	-0.1	-0.1	18.6	-0.4	-25.5	-3.4[fluorescence artefact?]	0.0
CN(C)/C=C/C(=O)c1ccc(F)cc1F	2.4	-0.9	-0.1	-1.1	6.5	-6.1	-8.5	-2.6	1.3
O=C(NCCN1CCCCC1)/C(=N\O)c1ccccc1	-0.7	-0.9	-1.4	0.3	-3.4	-0.5	-4.0	4.3	0.1
CC(NC(=O)c1ccc(Cn2cc([N+](=O)[O-])cn2)o1)c1ccccc1 (centres undefined)	-7.7	-2.4	-0.1	2.3	-13.3	2.0	-11.9	36.2*[fluorescence artefact?]	0.3
Cc1nc(CS(=O)(=O)c2ccccc2)cc(Sc2ccc(Cl)cc2Cl)n1	-18.1	1.9	-1.9	4.3	-12.3	-4.6	-14.8	0.0	-0.1
Cc1ccc(S(=O)(=O)n2c([N+](=O)[O-])cnc2C)cc1C	-24.2	-2.6	2.7	0.5	-8.8	-0.5	-5.0	3.8	0.1
CC(C)(C)NCCOc1ccc2ccccc2c1	6.0	1.1	-0.2	-0.9	10.3	2.5	-1.0	5.4	0.2
O=C(O)c1cccc(S(=O)(=O)Nc2ccccc2-c2ccccc2)c1	2.1	-0.1	2.3	1.3	6.4	-4.1	-10.0	2.2	0.2
Cc1ccc(OCCCSc2n[nH]c(N)n2)cc1	10.3	-0.1	-0.5	5.9	-17.4	-0.9	-17.5	-2.3	0.7
Clc1ccc(CNc2ccccn2)cc1	-6.3	-0.3	0.2	6.3	0.5	-1.5	-0.3	2.6	0.6
Cc1c(NC(=S)SCc2ccccc2)c(=O)n(-c2ccccc2)n1C	8.4	3.6	1.5	3.9	-6.9	-2.7	2.9	-2.2	0.5
Cn1c(=O)c2c(nc(-c3ccccc3)n2C)n(Cc2ccccc2)c1=O	-2.9	5.6	0.3	6.0	1.3	-0.9	3.2	2.4[fluorescence artefact?]	0.7
CCn1c2ccccc2c2cc(NC(=O)COC(=O)c3ccccc3O)ccc21	-13.8	-1.9	1.0	3.4	12.7	3.6	-6.5	-5.1	0.3
COc1ccc(C(=O)Oc2ccc(/C=N/O)cc2)cc1	-4.3	0.2	-1.3	3.8	15.3	-4.5	-15.5	-2.0	1.7
CCOc1ncccc1C(=O)Nc1ccc(-c2ccc3nnc(C)n3n2)cc1	-12.6	-2.6	-0.8	2.1	-6.5	-5.7	-11.1	-0.3	0.7
Cc1c([N+](=O)[O-])c([N+](=O)[O-])nn1CC(=O)N1CCCCC1	-17.8	-2.5	1.1	2.6	12.5	-1.8	-3.2	9.9[fluorescence artefact?]	0.3
CC1CCCN(C(=S)SCC(=O)c2cc(Br)cc(Br)c2O)C1 (centres undefined)	12.4	-0.4	-0.4	10.1	-9.3	-1.4	6.0	1.1	1.2
O=C1CC(Nc2ccc(N3CCOCC3)cc2)C(=O)N1Cc1ccccc1 (centres undefined)	7.4	1.5	-0.4	1.8	3.2	-4.8	·	4.6	0.8
CC(=O)N1N=C(c2cccc([N+](=O)[O-])c2)OC1(C)CC(=O)Nc1ccccc1 (centres undefined)	-13.2	0.4	2.1	6.5	13.7	1.0	-1.0	24.5	-0.4
O=C(/C=C/c1ccc2c(c1)OCO2)NCCSCc1ccc(Cl)cc1Cl	-20.3	-0.5	-0.7	4.4	-18.8	-4.2	-23.5	-14.3	0.9
COc1ccc(OC)c(NC(=O)c2ccc(-c3cccs3)cc2)c1	-13.7	-0.7	-0.2	10.0	-34.0	19.3	15.4	-1.6	0.4
CN(C)C(=O)CN1C(=O)C2CCCCN2C(=O)c2ccccc21 (centres undefined)	-0.6	-1.4	0.7	-0.4	-16.3	1.2	-25.1	3.4	0.4
CCc1cccc(OCCn2ccnc2)c1	-5.1	-0.8	-1.6	3.9	-4.8	0.1	-1.2	-0.3[fluorescence artefact?]	0.4
COc1cccc(NC(=S)N2CCN(c3ccc([N+](=O)[O-])cc3)CC2)c1	-7.9	5.2	2.0	-2.2	-1.8	-3.1	-22.3	1.7	1.0
COc1ccc(-n2c(CCc3ccccc3)nnc2SCC(=O)NCc2ccccc2)cc1	-11.2	0.8	1.0	7.5	-6.2	-0.1	-2.8	·	-2.1
COc1cc(NC(=O)C2CCCO2)c(OC)cc1NC(=O)c1ccccc1 (centres undefined)	0.8	0.7	-1.3	1.3	-7.1	-1.8	-4.0	-7.1	-0.9
CC(=O)NCc1ccc(-c2nc3ccccc3s2)cc1	-18.1	4.8	0.8	6.2	-1.5	4.6	-22.4	-2.5	0.2
